PAD4 FP inh: PAD4 (human) enzyme inhibition | Q9UM07 | recombinant PAD4, RCA probe fluorescence polarization | inhibition, % at 6.36 µM | hit rate 0.41% among 330,000 | AID 485272;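 active means percent inhibition above a cutoff equal to the mean of all tested compounds plus 3 SD, cut at about 15% in these data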;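 further: 0% = PAD4 with RCA probe and DMSO and 100% = probe without PAD4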
Target sequence (Q9UM07 whole entry, looked up): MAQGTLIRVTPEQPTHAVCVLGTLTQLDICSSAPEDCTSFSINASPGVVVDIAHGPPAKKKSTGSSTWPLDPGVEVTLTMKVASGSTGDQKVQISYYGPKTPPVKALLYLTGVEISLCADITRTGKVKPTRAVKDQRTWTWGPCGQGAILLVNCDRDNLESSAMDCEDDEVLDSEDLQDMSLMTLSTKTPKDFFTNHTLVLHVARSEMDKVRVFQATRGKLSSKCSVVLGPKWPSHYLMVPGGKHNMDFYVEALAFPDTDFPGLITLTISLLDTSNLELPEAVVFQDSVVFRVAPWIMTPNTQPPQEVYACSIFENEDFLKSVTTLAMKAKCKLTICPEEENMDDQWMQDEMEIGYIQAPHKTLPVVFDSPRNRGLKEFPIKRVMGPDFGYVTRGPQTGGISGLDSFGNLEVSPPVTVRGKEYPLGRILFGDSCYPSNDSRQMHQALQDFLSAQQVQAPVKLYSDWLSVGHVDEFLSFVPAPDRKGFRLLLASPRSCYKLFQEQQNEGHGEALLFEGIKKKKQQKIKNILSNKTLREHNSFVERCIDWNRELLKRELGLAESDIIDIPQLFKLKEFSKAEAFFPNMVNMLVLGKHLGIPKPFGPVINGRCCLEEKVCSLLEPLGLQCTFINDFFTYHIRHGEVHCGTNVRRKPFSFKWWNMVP
LYPLA1 counter: LYPLA1 (human) inhibition in PME1 counter-screen. inhibition, % at 5.9 µM. hit rate 0.16% among 320,000. recombinant LYPLA1, FP-Rh probe fluorescence polarization. O75608. AID 2174;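 active means inhibition above the mean of all tested compounds plus 3 SD, set per campaign, cut at about 14% in these data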;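 further: inhibitors block serine hydrolase probe labeling of LYPLA1 so polarization falls; 0% = enzyme with DMSO and 100% = wells lacking LYPLA1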
PREPL inh: inhibits the human prolyl oligopeptidase-like enzyme; Q4J6C6; recombinant PREPL, fluorescence polarization activity-based probe; inhibition, % at 5.96 µM; hit rate 0.68% among 320,000; AID 2751; in the data active means inhibition above about 43%;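 further: 0% = enzyme with DMSO and 100% = wells lacking enzyme; many of its hits are not listed in these tables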
PME-1 inh: blocks human protein phosphatase methylesterase 1; Q9Y570; recombinant PME-1, FP-Rh probe fluorescence polarization; inhibition, % at 5.9 µM; hit rate 0.53% among 320,000; AID 2130;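 active means inhibition above the campaign mean of all compounds plus 3 SD, cut at about 26% in these data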;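 further: competitive labeling of PME-1 active site by serine hydrolase directed probe; 0% = PME-1 with DMSO and 100% = wells lacking PME-1 enzyme; inhibitors block probe labeling so polarization falls and inhibition rises; many of its hits are not listed in these tables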
LYPLA2 counter: LYPLA2 (human) inhibition in PME1 counter-screen; hit rate 0.38% among 320,000; O95372; recombinant LYPLA2, FP-Rh probe fluorescence polarization; inhibition, % at 5.9 µM;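 active means inhibition above the screen-wide mean plus 3 SD, limit set per campaign, cut at about 26% in these data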;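 further: 0% = LYPLA2 with DMSO and 100% = wells lacking LYPLA2 enzyme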
PAFAH1B2 inh: blocks human PAF acetylhydrolase 1b catalytic subunit 2. hit rate 1.2% among 340,000. inhibition, % at 3.39 µM. recombinant PAFAH1B2, FP-rhodamine activity probe, fluorescence polarization. P68402. AID 492953;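 active means inhibition above the mean of all tested compounds plus 3 SD, cut at about 24% in these data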;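 further: 0% = enzyme with DMSO and 100% = wells lacking PAFAH1B2; many of its hits are not listed in these tables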
pPAFAH FP inh: inhibitors of human plasma PAF acetylhydrolase (pPAFAH) | recombinant pPAFAH, FP-rhodamine probe fluorescence polarization | Q13093 | AID 463082 | inhibition, % at 3.39 µM | hit rate 1.5% among 330,000;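 active means inhibition above the mean inhibition across the screen plus 3 SD, cut at about 25% in these data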;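 further: inhibitors block binding of the rhodamine activity-based probe so polarization drops; 0% = enzyme with DMSO and 100% = wells lacking pPAFAH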
PAFAH1B3 inh: inhibitors of human PAFAH1B3; Q15102; inhibition, % at 3.39 µM; AID 492972; recombinant PAFAH1B3, FP-rhodamine probe, fluorescence polarization; hit rate 0.28% among 340,000;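 active means inhibition above the screen-wide average of all tested compounds plus 3 SD, cut at about 25% in these data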;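 further: 0% = enzyme with DMSO only and 100% = wells lacking PAFAH1B3 protein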
Target sequence (Q15102 whole entry, looked up): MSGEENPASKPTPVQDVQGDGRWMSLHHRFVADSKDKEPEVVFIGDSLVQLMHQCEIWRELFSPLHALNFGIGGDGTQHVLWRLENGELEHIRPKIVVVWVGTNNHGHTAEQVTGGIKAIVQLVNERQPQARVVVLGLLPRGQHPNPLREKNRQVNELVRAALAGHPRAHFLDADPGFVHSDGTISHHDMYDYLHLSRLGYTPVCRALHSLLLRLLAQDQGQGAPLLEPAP
GSTO1 counter: blocks human GSTO1 in RBBP9 counter-screen; recombinant GSTO1, activity-based probe fluorescence polarization; inhibition, % at 5.96 µM; AID 1974; P78417; hit rate 1.1% among 300,000;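 active means inhibition above the campaign mean inhibition plus 3 SD, cut at about 35% in these data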;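 further: 0% = GSTO1-1 with DMSO and 100% = wells lacking GSTO1-1 enzyme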
Numbers without * were called inactive; / = no result given.

structure | GSTO1 counter | LYPLA2 counter | pPAFAH FP inh | LYPLA1 counter | PAFAH1B3 inh | PAD4 FP inh | PAFAH1B2 inh | PME-1 inh | PREPL inh
CC(C)c1cc(NCc2ccccn2)n2c(nc3ccccc32)c1C#N | -13.7 | -4.0 | 7.4 | -0.2 | 9.1 | -0.9 | 5.6 | -0.8 | 8.9
COCCNC(=O)CN1CCN(Cc2cccc(Cl)c2)C1=O | 16.4 | 3.7 | 2.0 | -0.1 | 6.7 | -0.7 | 3.4 | -5.3 | 15.1
CCN(CC)CCN(C(=O)c1c(F)cccc1F)c1nc2cc(C)cc(C)c2s1 | -0.4 | 3.0 | 2.7 | -2.5 | 5.4 | 2.7 | 4.2 | -10.2 | 7.1
CCCNC(=O)Cn1cnc2sc(C(=O)NCCCN3CCOCC3)c(C)c2c1=O | -2.8 | 0.9 | 0.7 | -2.5 | 4.8 | 2.9 | 2.8 | -3.8 | -2.8
CC(/C=N/n1c(-c2ccccc2)n[nH]c1=S)=C\c1ccco1 | 8.5 | -1.9 | 17.9 | -0.7 | -7.4 | -0.3 | 8.9 | 7.3 | 8.3
O=C(Nc1cccc(-c2nc3ncccc3o2)c1)c1ccccc1 | -1.1 | -0.3 | 0.5 | 3.0 | 6.6 | -2.8 | -0.3 | 0.4 | -6.5
COc1ccc(N2CCN(C(=O)COC(=O)c3ccccc3OCc3ccc(F)cc3)CC2)cc1 | 6.0 | 6.0 | 17.5 | 2.5 | 5.0 | -3.1 | 1.4 | 2.4 | 15.3
Cc1cc(C(=O)N2CCc3ccccc3C2)on1 | 3.3 | -0.1 | -2.5 | -1.4 | 2.0 | 0.1 | 3.9 | 4.6 | 1.7
O=C(CCNS(=O)(=O)c1cccc2nsnc12)NC1CCN(Cc2ccccc2)CC1 | -4.4 | 1.9 | 4.1 | -1.3 | 0.5 | -2.2 | 0.4 | -1.2 | 21.0
O=c1[nH]c(C2CCN(S(=O)(=O)c3ccc4c(c3)OCCO4)CC2)nc2c1nnn2Cc1cccc(F)c1 | 5.0 | -0.8 | 7.9 | -2.0 | -0.3 | 0.2 | 2.5 | 23.0 | -3.2
CCN(CCCNC(=O)CN(C)S(=O)(=O)c1ccc2c(c1)CCC(=O)N2)c1cccc(C)c1 | 4.8 | 4.1 | 12.5 | -1.3 | 0.1 | -0.9 | 5.8 | -0.8 | 15.0
Cc1nn(-c2ccccc2)c(Cl)c1/C=N/NC(=O)c1ccc(CNc2ccccc2)o1 | -7.1 | -15.0 | -1.1 | -20.5 | 5.4 | -0.9 | 3.3 | -10.8 | 13.6
COCCCNC(=S)N(CCO)Cc1cc2cc3c(cc2[nH]c1=O)OCCO3 | 7.0 | 2.5 | 6.3 | -1.2 | 11.6 | 4.5 | 1.5 | 1.4 | -6.1
COc1cc(NC(=O)c2cccs2)ccc1NC(=O)c1cc2ccccc2o1 | -12.7 | -5.3 | -1.7 | 0.6 | 4.4 | -2.8 | 7.1 | 2.5 | 3.3
Cc1noc(C(=O)Nc2c(C)n(C)n(-c3ccccc3)c2=O)c1Cl | 6.3 | 0.1 | 2.8 | -3.5 | -2.4 | -1.5 | -0.7 | 1.2 | -2.1
CCC1C(=NO)C(CC)C(c2ccccc2)NC1c1ccccc1 (stereo unspecified) | 2.7 | -3.9 | 10.0 | -0.4 | 7.3 | 1.8 | 6.8 | 0.6 | -0.8
CC(=O)Nc1ccc2c(c1)C(=O)N(c1cccc(C)c1)C2=O | -1.2 | 8.7 | 1.0 | 5.1 | 2.7 | -3.3 | 3.5 | 0.4 | -5.6
N#CC1=C2N=C(N)c3ccccc3N2C2=C(C(=O)CCC2)C1c1ccc(Cl)cc1 (stereo unspecified) | 0.9 | 7.4 | 10.1 | -0.2 | -3.0 | -1.5 | 1.9 | 17.1 | 16.1
CCOC(=O)c1c(NC(=S)NCC2CCCO2)sc(C)c1C (stereo unspecified) | -10.2 | 3.6 | 2.8 | 2.6 | -6.3 | 1.3 | 1.9 | -4.3 | 4.3
COc1ccc(CNC(=O)c2cc(COc3c(F)cccc3F)on2)cc1OC | 4.2 | 7.0 | 5.3 | 1.4 | 1.6 | 1.2 | 1.6 | -4.6 | -6.4
O=C(CCn1cnnn1)Nc1ccccc1 | -0.6 | -4.3 | 3.2 | -2.0 | 1.9 | -4.7 | 1.0 | -4.3 | 0.9
Nc1ccccc1S(=O)(=O)c1ccccc1N | -1.3 | 3.4 | 8.0 | -1.6 | 9.6 | 7.2 | 4.0 | -0.1 | 1.6
COc1cc(C(=O)NC2CC(C)(C)Cc3c2cnn3-c2ccccc2)cc(OC)c1OC (stereo unspecified) | -0.6 | 1.9 | 4.8 | 0.1 | 5.8 | -1.7 | 6.6 | -3.2 | -3.7
COc1cccc(-n2c(=O)c3ccccc3n3c(=S)[nH]nc23)c1 | 3.9 | -0.5 | 1.0 | 4.3 | -5.3 | 5.6 | 7.9 | 0.9 | 0.8
Cc1cc(Br)ccc1NC(=O)CCSc1ccccc1 | 6.8 | 8.5 | 4.6 | 1.0 | -0.6 | 1.7 | 2.6 | -1.7 | 0.2

(list continues)
structure | GSTO1 counter | LYPLA2 counter | pPAFAH FP inh | LYPLA1 counter | PAFAH1B3 inh | PAD4 FP inh | PAFAH1B2 inh | PME-1 inh | PREPL inh
Nc1ccccc1SC1CC(=O)N(c2ccc3c(c2)OCCO3)C1=O (stereo unspecified) | 1.4 | 0.6 | 2.3 | 1.7 | -4.4 | -0.5 | 6.2 | 4.1 | 4.4
CC1Sc2ccc(S(=O)(=O)CCC(=O)NC3CCCCCC3)cc2NC1=O (stereo unspecified) | 0.4 | 5.9 | 2.7 | 1.4 | 5.2 | -1.6 | 2.7 | 11.0 | 2.5
CSc1ccc(/C=N/NC(=O)c2ccc(-n3cnnn3)cc2)cc1 | / | 3.2 | -1.0 | 1.0 | 8.4 | 1.4 | 2.1 | -5.9 | 14.5
O=C1C(=C2CCCCC2)SC(=S)N1Cc1ccco1 | 4.0 | -4.9 | 16.9 | -2.8 | 8.1 | -2.9 | -0.6 | -9.2 | 1.9
N#Cc1c(/N=C/c2cccnc2)sc2c1CCCC2 | -2.4 | 3.7 | 8.3 | 2.3 | / | 0.4 | / | 7.2 | 4.8
Cn1c(=O)[nH]c(=O)c2c1nc1n2CC(COc2ccc3ccccc3c2)O1 (stereo unspecified) | 3.3 | 2.3 | 3.6 | -1.5 | 7.2 | 0.2 | 2.0 | 0.8 | 15.5
O=C(Nc1ccc2c(c1)OCO2)c1cc(-c2ccccc2Cl)on1 | 5.0 | -2.4 | 5.8 | -9.5 | 3.0 | -3.9 | 1.3 | -2.2 | 6.5
COCCNC(=O)Cn1cc(C(=S)N2CCCCC2)c2ccccc21 | 7.0 | 3.4 | 1.2 | -1.4 | 4.4 | -1.8 | 2.5 | 2.5 | 18.2
Cc1[nH]n(-c2cccc(Cl)c2)c(=O)c1/C=N/n1c(C)nc2ccccc2c1=O | 23.8 | 8.9 | 3.6 | 0.6 | 5.1 | -5.7 | 5.0 | -3.1 | -3.6
Cc1ccc(NC(=O)CSCC(=O)Nc2nnc(C)s2)cc1 | 2.8 | 5.8 | 4.6 | 0.3 | 3.9 | -5.0 | -1.6 | 0.3 | 0.7
CCc1ccc(NC(=O)CS(=O)CC(=O)NCCCc2ccccc2)cc1 (stereo unspecified) | 5.3 | 0.2 | -0.1 | 0.8 | 9.6 | 0.2 | 4.2 | -4.4 | 6.3
CCc1ccc(N(C(C)=O)C2C=CS(=O)(=O)C2)cc1 (stereo unspecified) | 6.9 | 1.1 | 4.8 | -2.3 | 3.6 | 1.2 | -0.5 | -0.1 | 2.9
O=C(OC1CCCCC1=O)c1ccc(F)c(S(=O)(=O)N2CCOCC2)c1 (stereo unspecified) | 5.6 | -0.1 | 2.7 | 0.8 | 0.9 | -1.7 | 3.4 | -3.1 | -6.3
CC(CNS(=O)(=O)c1ccccc1)Sc1nncn1C (stereo unspecified) | 6.2 | -2.7 | -6.4 | -2.2 | 5.1 | 4.4 | 5.7 | -1.1 | -17.0
C#CCOCCOCCOCCNc1nc(N2CCN(C(=O)[C@H]([C@@H](C)CC)n3cc([C@@H](N)CC(C)C)nn3)CC2)nc(N2CCN(C(=O)[C@H](CCCCN)n3cc([C@@H](N)CC(C)C)nn3)CC2)n1 | 6.3 | -1.2 | 6.0 | -4.0 | 2.9 | 5.1 | 5.0 | 2.8 | 13.2
Cn1c(-c2ccccc2)c(C#Cc2ccc(N)cc2)c2ccccc21 | / | / | 1.1 | / | 6.5 | 0.5 | 3.3 | / | 21.4
NC(=O)c1c(NC(=O)c2ccccc2F)sc2c1CCCC2 | 1.0 | -1.1 | -6.9 | -0.8 | 3.6 | 1.4 | -1.5 | -9.1 | -11.7
C=CCC[C@H](Cc1ccc(F)cc1)C(=O)OC[C@@H](NC(=O)[C@@H](CC=C)CC(=O)N[C@H](CO)Cc1ccccc1)C(C)(C)C | / | / | 4.1 | / | 1.3 | 5.9 | 13.2 | / | 20.0
COc1cccc(CNc2ccc(F)c(Cl)c2)c1O | 11.8 | 17.8 | 3.6 | 0.8 | 2.5 | 1.4 | 3.1 | 4.2 | 15.0
O=C(Cn1cnc2ccccc2c1=O)NCC(=O)N1CCOCC1 | 6.5 | 1.0 | 1.2 | 1.2 | 2.5 | -2.7 | 1.2 | 1.4 | -3.1
Cc1nc2cc(N)ccc2n1-c1ccccc1 | 2.7 | -3.2 | 3.6 | -0.9 | 11.2 | -3.6 | 5.3 | -4.5 | 17.3
NC(=O)CSc1nc(-c2ccccc2)nc2c1CCCC2 | -0.4 | 10.3 | 5.1 | 3.2 | 4.0 | 2.8 | 1.4 | -2.7 | -5.2
C/C=C1\COC(C(=O)NCc2ccccc2)(C(F)(F)F)C=C1C=C(C)C (stereo unspecified) | 3.2 | 0.7 | 1.9 | -1.4 | -1.4 | 0.4 | -1.1 | -2.8 | -8.1
CN1CCN(C(=O)N(c2ccccc2)c2ccccc2)CC1 | 4.2 | 6.4 | -1.6 | 1.3 | 2.6 | 1.4 | 6.4 | 6.3 | 4.8
CCC(C)(C)C1CCc2[nH]nc(C(=O)NC(C)C)c2C1 (stereo unspecified) | -3.8 | 5.8 | 4.1 | 0.7 | 9.1 | -1.5 | 10.5 | 4.5 | -3.9
CC1CN(C(=O)c2cccc(C(=O)N3CC(C)OC(C)C3)c2)CC(C)O1 (stereo unspecified) | 1.1 | 1.7 | 0.2 | -2.0 | 2.7 | -2.1 | 2.7 | 2.8 | -7.1
COc1ccc(N=Cc2ccc(-c3ccccc3)o2)cc1 | 3.9 | 1.6 | 2.3 | -4.4 | 3.5 | 5.2 | 3.3 | 2.0 | 3.2
CCn1c(SCC(=O)N2CCN(c3cccc(Cl)c3)CC2)nc2ccccc2c1=O | -5.1 | 3.1 | 2.7 | 3.4 | 9.3 | -1.8 | 5.4 | -0.4 | -4.1

A second format for part of the listing above.
Order of results: GSTO1 counter	LYPLA2 counter	pPAFAH FP inh	LYPLA1 counter	PAFAH1B3 inh	PAD4 FP inh	PAFAH1B2 inh	PME-1 inh	PREPL inh
> C/C=C1\COC(C(=O)NCc2ccccc2)(C(F)(F)F)C=C1C=C(C)C (stereo unspecified)
→ 3.2	0.7	1.9	-1.4	-1.4	0.4	-1.1	-2.8	-8.1
> CC(CNS(=O)(=O)c1ccccc1)Sc1nncn1C (stereo unspecified)
→ 6.2	-2.7	-6.4	-2.2	5.1	4.4	5.7	-1.1	-17.0

Screens (PubChem BioAssay)

The list is partial. The share of hits here may be higher or lower than overall.
